# IEC-6 tox = cytotoxicity in IEC-6 intestinal epithelial cells, primary screen, cytotoxicity control for KLF5 inhibitor project, cell-based, luminescence. AID 1825, 2009. IEC-6 cytotoxicity, luminescence viability. actives 0.78% (n = 290,000). inhibition, % at 5 µM; in the data active means inhibition above about 22%;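 further: 0% = plate median of test compound wells and 100% = cytotoxic reference compound wells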
# TRPC4 act = activators of mouse TRPC4 channel, primary screen, Fluo4 calcium, HEK293 TRPC4beta/mu-opioid cells. Fluo4 calcium fluorescence; stronger effect = higher value. B-score at 10 µM. actives 0.49% (n = 310,000);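 active means B-score above 5 SD of library B-scores, and initial fluorescence ratio not above library mean plus 5 SD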;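 further: positive B-score marks a calcium rise read as TRPC4 activation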
# Target sequence (Q9QUQ5 whole entry, looked up): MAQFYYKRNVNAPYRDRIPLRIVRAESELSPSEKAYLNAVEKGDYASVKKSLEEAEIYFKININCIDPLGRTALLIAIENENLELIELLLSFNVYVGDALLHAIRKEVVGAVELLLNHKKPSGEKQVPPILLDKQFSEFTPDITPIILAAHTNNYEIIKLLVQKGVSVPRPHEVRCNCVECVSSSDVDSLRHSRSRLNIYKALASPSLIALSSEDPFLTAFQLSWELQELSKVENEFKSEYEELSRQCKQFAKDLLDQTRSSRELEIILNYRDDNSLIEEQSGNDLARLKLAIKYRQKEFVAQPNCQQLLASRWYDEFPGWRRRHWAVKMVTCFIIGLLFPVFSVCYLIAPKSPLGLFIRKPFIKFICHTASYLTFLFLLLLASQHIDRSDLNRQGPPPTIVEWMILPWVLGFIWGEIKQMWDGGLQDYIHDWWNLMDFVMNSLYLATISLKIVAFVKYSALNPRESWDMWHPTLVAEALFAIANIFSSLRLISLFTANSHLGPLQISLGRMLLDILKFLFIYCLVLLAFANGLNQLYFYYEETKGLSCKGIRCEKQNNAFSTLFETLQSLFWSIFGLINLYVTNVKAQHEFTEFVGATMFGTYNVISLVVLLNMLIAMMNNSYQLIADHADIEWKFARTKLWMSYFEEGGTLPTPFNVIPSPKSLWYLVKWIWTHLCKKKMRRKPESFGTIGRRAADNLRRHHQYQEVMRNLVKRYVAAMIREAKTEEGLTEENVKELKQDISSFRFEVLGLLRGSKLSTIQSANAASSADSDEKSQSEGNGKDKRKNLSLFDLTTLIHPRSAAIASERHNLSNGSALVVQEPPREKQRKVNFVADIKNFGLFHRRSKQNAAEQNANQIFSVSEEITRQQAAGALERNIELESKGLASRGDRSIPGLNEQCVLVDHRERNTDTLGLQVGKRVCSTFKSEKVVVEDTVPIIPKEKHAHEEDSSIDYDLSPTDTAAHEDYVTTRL
#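 Assay system – TRPC4beta and mu-opioid receptor HEK293 stable cells · Measured by – Fluo4 fluorescence, kinetic · Schedule – dye loading 45 min room temperature, 110 s kinetic read · Read-out – B-scored integrated calcium fluorescence ratio · Controls – buffer and maximal DAMGO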
# MrgX1 antagonist = antagonists of human MrgX1 receptor, primary screen, HEK293 cells, Fluo-4 calcium flux; B-score at 10 µM; actives 1.3% (n = 310,000); BAM8-22 antagonism; stronger effect = lower value;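 active means calcium-response B-score plate-corrected more than 3 library SD below zero, starting fluorescence within 5 deviations, no agonist response on first addition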;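 further: peak minus trough fluorescence over baseline after final BAM8-22 challenge near maximal dose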
# TRPC4 block = inhibitors of mouse TRPC4 channel, primary screen, Fluo4 calcium, HEK293 TRPC4beta/mu-opioid cells; Short transient receptor potential channel 4 (Mus musculus), Q9QUQ5; DAMGO-evoked Fluo4 calcium flux; stronger effect = lower value; B-score at 10 µM; actives 0.39% (n = 300,000); AID 2247, 2010;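 active means B-score over 3 SD under the library average, no early fluorescence shift, positive overall ratio signal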
#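 test system = HEK293 cells with stable TRPC4beta plus mu-opioid receptor expression | detection = Fluo4 Ca2+ flux fluorescence | read-out = integrated fluorescence ratio relative to baseline, converted to per-well B score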
# TRPC6 inh = mouse TRPC6 channel inhibitors, primary screen, cell-based, HEK293, membrane potential dye. Short transient receptor potential channel 6 (Mus musculus), Q61143. ACh-evoked depolarization; stronger effect = lower value. B-score at 10 µM. actives 1.1% (n = 310,000). AID 2553, 2010;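 active means B-score under library mean minus 3 SD, initial fluorescence not abnormally high, positive integrated signal ratio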;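 further: B-score derived from integrated fluorescence ratio over the kinetic read; more negative B-score means stronger inhibition of depolarization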
# TRPC4 potent = positive allosteric modulators of TRPC4, primary screen, cell-based, mouse TRPC4beta, HEK293 mu-opioid, Fluo-4 calcium. Short transient receptor potential channel 4 (Mus musculus), Q9QUQ5. DAMGO EC20, Fluo-4 Ca2+ flux; stronger effect = higher value. actives 0.42% (n = 310,000). B-score at 10 µM;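 active means B-score of calcium response area above 5 SD of library B-scores, with initial fluorescence ratio within 5 SD of library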;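 further: B-score of integrated fluorescence ratio over time as area under calcium response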
# SKKanGAS inh = S. pyogenes SKKanGAS growth inhibitors in kanamycin, primary screen, streptokinase expression inhibitor project, SKKanGAS strain, BacTiter-Glo luminescence; actives 1.3% (n = 300,000); inhibition, % at 7.5 µM; 6 h;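 active means mean replicate score, as percent of positive control median, at least 50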;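 further: strain carries kanamycin resistance gene driven by streptokinase promoter and grows in 40 µg/ml kanamycin; loss of luminescence reflects streptokinase promoter inhibition or plain growth inhibition; 0% = median of DMSO wells and 100% = positive control at its reference dose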
# HIF activator = HIF pathway transcriptional activators, primary screen, cell-based, U2OS HRE-luciferase, luminescence; U2OS HRE-luciferase reporter; normalized: DMSO 0%, desferrioxamine 100%; activation, % at 7.5 µM (by protocol); actives 0.32% (n = 300,000);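 active means mean activation of at least 10% of the iron chelator positive control signal, with at least half of replicates also reaching 10%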
# TRPC6 act = mouse TRPC6 channel activators, primary screen, cell-based, HEK293, membrane potential dye. AID 2550, 2010. HEK293-TRPC6 membrane potential dye fluorescence; stronger effect = higher value. B-score at 10 µM. actives 0.13% (n = 310,000);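 active means B-score of the integrated fluorescence ratio above library mean plus 3 SD, and starting fluorescence ratio within library mean plus 5 SD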;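 further: higher score means more depolarization so channel activation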
# KLF5 inh = KLF5 expression inhibitors, primary screen, DLD-1 cells, luminescence; DLD-1 KLF5 promoter-luciferase reporter; inhibition, % at 5 µM; actives 0.23% (n = 290,000); AID 1700, 2009;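 active means inhibition above a per-plate limit of that plate's mean compound inhibition plus 3 SD, cut at about 60% in these data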;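 further: 0% = DMSO wells and 100% = LY294002 at 200 µM; higher means less KLF5 promoter-driven luciferase light; inactives centre near -14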
# aSyn UTR inh = MLPCN primary screen, SNCA 5' untranslated region; actives 0.82% (n = 300,000); alpha-synuclein 5'UTR reporter, inhibitor activity; inhibition, % (tested at 7.5 µM); AID 1813, 2009; in the data active means inhibition above about 60%;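 further: H4 neuroglioblastoma cells stably carrying SNCA 5'UTR luciferase fusion; 0% = DMSO wells and 100% = positive control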
# The depositor's hits bear a star; i = inactive; / = not tested or not shown. An unsorted share of the library, and some 5.8% of all compounds hit somewhere here.
molecule	IEC-6 tox	TRPC4 act	MrgX1 antagonist	TRPC4 block	TRPC6 inh	TRPC4 potent	SKKanGAS inh	HIF activator	TRPC6 act	KLF5 inh	aSyn UTR inh
Cc1nn(C)c(C)c1CNC(=O)Nc1ccc(Cl)cc1	2	i	i	i	i	i	-5	2.7	i	-43	-89
Cc1ccc(Cl)c(NC(=S)N(CCCN2CCOCC2)Cc2ccco2)c1	6	i	i	i	i	i	-6	0.3	i	-2	5
Nc1nc(-c2ccccc2)nc(-c2ccccc2O)n1	-2	i	i	i	i	i	14	3.3	i	-58	-24
COc1ccc(NS(=O)(=O)c2ccc(C(=O)N3CCN(Cc4ccccc4)CC3)cc2)cc1	1	i	-5.9*	i	i	i	-5	1.2	i	-12	-5
Cn1cnc([N+](=O)[O-])c1Sc1ccc(C(C)(C)C)cc1	6	i	i	i	i	i	-4	1.8	i	-10	-41
CN(C)c1nc(N)c([N+](=O)[O-])c(NCc2ccccc2)n1	2	i	i	i	i	i	-6	/	i	-11	45
COC(=O)[C@@H]1[C@@H](C)N(Cc2ccccc2)C(=O)N[C@H]1c1ccccc1	/	i	i	i	i	i	8	-0.4	i	/	-6
CCc1ccc(NC(=O)Nc2ccc3c(c2)N(C)C(=O)CS3)cc1	4	i	i	i	i	i	24	/	i	-14	18
Cc1[nH]n(-c2ccccc2)c(=O)c1C=Nc1cnc2ccccc2c1	-1	i	i	i	i	i	-1	2.6	i	-24	-7
COC(=O)c1[nH]c2c(c1C)C(=O)CC(c1cccc(OC)c1)C2 (stereo not drawn)	86*	i	i	i	i	i	1	-0.6	i	78*	41
CC(=O)C1C(c2ccc([N+](=O)[O-])cc2)c2c(noc2C)CC1(C)O (stereo not drawn)	-4	i	i	i	i	i	4	0.4	i	-7	-9
O=C(Oc1ccccc1[N+](=O)[O-])c1cccnc1	-2	i	i	i	i	i	-5	-0.5	i	-1	2
CC1(C)Oc2ccc(C(=O)N3CCCC3)cc2N(CC(=O)NCc2ccccc2)C1=O	-1	i	i	i	i	i	0	-0.2	i	-17	-5
COc1ccc(NC(=O)NCCc2ccc(Cl)cc2)cc1OC	6	i	i	i	i	i	-8	0.1	i	-10	-34
CC(NS(=O)(=O)c1ccc(Br)cc1)C(c1cccs1)N1CCN(C)CC1 (stereo not drawn)	-9	i	i	i	i	i	1	0.4	i	13	4

# Going on with the list.
molecule	IEC-6 tox	TRPC4 act	MrgX1 antagonist	TRPC4 block	TRPC6 inh	TRPC4 potent	SKKanGAS inh	HIF activator	TRPC6 act	KLF5 inh	aSyn UTR inh
Cc1cccc(C)c1NC(=O)CSc1nnc(NC(=O)c2ccccc2C(=O)O)s1	1	i	i	i	i	i	0	-0.5	i	-205	4
Cc1ccc2nc(NC(=O)CSc3nncc(=O)n3N)sc2c1	0	i	i	i	i	i	-6	1.1	i	-54	-98
CCOc1ccc(C)cc1S(=O)(=O)n1cnc2ccccc21	51*	i	i	i	i	i	11	0.6	i	56	-9
Nc1nonc1C(=O)NCCNC(=O)c1ccc(Cl)cc1	-1	i	i	i	i	i	-2	0.6	i	-7	-4
COc1ccc(-c2nc3ccc([N+](=O)[O-])cc3o2)cc1	-9	i	i	i	i	i	0	3.9	i	-61	-192
CN(Cc1ccccc1)C(=O)Nc1ccc(Cl)cc1	/	i	i	i	i	i	-1	0.3	i	/	-44
CC1CCCCN1C(=O)c1ccc(NC(=O)c2ccccc2Cl)cc1 (stereo not drawn)	1	i	i	i	i	i	4	-1.0	i	-6	-2
COc1ccc2c(CCNC(=O)CN3C(=O)c4ccccc4C3=O)c[nH]c2c1	-3	i	i	i	i	i	-6	-0.5	i	0	5
CC(=O)c1cccc(NC(=O)CCc2nnc3ccc(N4CCOCC4)nn23)c1	5	i	i	i	i	i	-4	-0.3	i	6	7
Cc1ccc(N(CC(=O)NCC2CCCO2)C(=O)CCC(=O)Nc2ccccn2)cc1C (stereo not drawn)	3	i	i	i	i	i	0	0.4	i	15	-15
O=C(N/C(=C\c1ccccc1)C(=O)N1CCCCC1)c1ccc(Br)o1	5	i	i	i	i	i	-6	-0.1	i	-16	-3
O=C(c1cc(-n2cnnc2)ccc1Cl)N1CCN(c2nc(-c3ccccc3)cs2)CC1	2	i	i	i	i	i	20	-0.1	i	7	47
Cc1cccc(C(=O)N2CCCC(CCC(=O)N3CCN(c4ccccn4)CC3)C2)c1C (stereo not drawn)	1	i	i	i	i	i	-2	-0.4	i	-3	1
Cc1cccc(OCC(=O)N(C)CCc2ccccn2)c1	1	54*	i	i	i	i	-1	0.6	i	-51	-13
CN(C)c1nc(N2CCN(c3ccc(F)cc3)CC2)c(C#N)c(=O)o1	0	i	/	i	i	i	-2	-0.2	i	-2	34

# Copied from the list.
# Under aSyn UTR inh, `Nc1nonc1C(=O)NCCNC(=O)c1ccc(Cl)cc1` is entered as -4
# Under aSyn UTR inh, `COC(=O)[C@@H]1[C@@H](C)N(Cc2ccccc2)C(=O)N[C@H]1c1ccccc1` is entered as -6

# Additional results follow:
molecule	IEC-6 tox	TRPC4 act	MrgX1 antagonist	TRPC4 block	TRPC6 inh	TRPC4 potent	SKKanGAS inh	HIF activator	TRPC6 act	KLF5 inh	aSyn UTR inh
CCCCCCC(=O)NN1CCN(C)CC1	6	i	i	i	i	i	-3	-0.1	i	-20	26
Cc1cccc(OCc2nc(C#N)c(N3CCCC3)o2)c1	2	i	i	i	i	i	-2	-0.5	i	-8	-6
CCN(c1ccc(OC)cc1)S(=O)(=O)c1nnc(NC(=O)c2ccc(C)cc2)s1	3	i	i	i	i	i	38	0.7	i	-36	-11
Cn1c(SCc2ccccn2)nnc1-c1cnccn1	2	i	i	i	i	i	1	1.9	i	-31	-44
O=C(CN1C(=O)NC(Cc2ccccc2)C1=O)Nc1ccc(F)cc1 (stereo not drawn)	-3	i	i	i	i	i	2	-0.2	i	7	13
CC(NC(=O)c1ccccc1NS(=O)(=O)c1ccc(CCC(=O)O)cc1)c1ccccc1 (stereo not drawn)	3	i	i	i	i	i	3	0.3	i	-12	0
Cn1c(CO)cnc1SCc1ccccc1	-3	i	i	i	i	i	1	1.1	i	12	-47
O=C(O)CC(C(=O)NCc1ccccc1)C1CCCO1 (stereo not drawn)	-1	i	i	i	i	i	1	0.5	i	-15	-10
COC(=O)C1=C(C)N=c2s/c(=C/c3ccoc3)c(=O)n2C1c1ccccc1 (stereo not drawn)	-2	i	i	i	i	i	15	-0.7	i	9	-27
CN1CCN(C(=O)C2=C[C@@H](c3ccccc3)C[C@@H](OCCCCO)O2)CC1	1	i	i	i	i	i	-2	0.1	i	-21	15
O=C(Nc1nc2ccc(F)cc2s1)Oc1ccccc1	3	i	i	i	i	i	0	0.3	i	-15	-6
CC1CCCCN1CCn1c(=S)[nH]c2ncccc2c1=O (stereo not drawn)	2	i	i	i	i	i	-6	-0.1	i	-23	-10
Cc1ccccc1NC(=O)C1CCCN(S(=O)(=O)c2cnc[nH]2)C1 (stereo not drawn)	-8	i	i	i	i	i	6	/	i	7	-9
CCOC(=O)c1nn(-c2cccc(Cl)c2)c2nc(CC(C)C)c(C#N)c(=O)n12	0	i	i	i	i	i	-4	-0.2	i	-19	29
CCOC(=O)c1c(S(=O)(=O)N2CCN(C)CC2)c(C)n(C)c1C	-5	i	i	i	i	i	2	-0.6	i	-25	-15

# Of the compounds above, three have fluorine.
molecule	IEC-6 tox	TRPC4 act	MrgX1 antagonist	TRPC4 block	TRPC6 inh	TRPC4 potent	SKKanGAS inh	HIF activator	TRPC6 act	KLF5 inh	aSyn UTR inh
CN(C)c1nc(N2CCN(c3ccc(F)cc3)CC2)c(C#N)c(=O)o1	0	i	/	i	i	i	-2	-0.2	i	-2	34
O=C(CN1C(=O)NC(Cc2ccccc2)C1=O)Nc1ccc(F)cc1 (stereo not drawn)	-3	i	i	i	i	i	2	-0.2	i	7	13
O=C(Nc1nc2ccc(F)cc2s1)Oc1ccccc1	3	i	i	i	i	i	0	0.3	i	-15	-6

# The listing continues:
molecule	IEC-6 tox	TRPC4 act	MrgX1 antagonist	TRPC4 block	TRPC6 inh	TRPC4 potent	SKKanGAS inh	HIF activator	TRPC6 act	KLF5 inh	aSyn UTR inh
CC(NC(=O)COC(=O)/C(=C/c1cccs1)c1cccs1)c1ccccc1 (stereo not drawn)	6	i	i	i	i	i	4	-0.3	i	-9	-9
CCN(CC)CCCNC(=O)c1oc2ccc3c(c2c1C)C(O)CC(C)(C)O3 (stereo not drawn)	-2	i	i	i	i	i	2	0.7	i	-22	13
O=C(c1ccc(Cl)s1)N1CCCC1	-3	i	i	i	i	i	-1	-0.4	i	-29	6
O=C(NCCN1CCOCC1)c1cnn2c1NC(c1cccs1)CC2C(F)(F)F (stereo not drawn)	-1	i	i	i	i	i	-9	0.1	i	-13	3
Cc1ccc(S(=O)(=O)NCCC(=O)NCCSc2ccc(Br)cc2)cc1	-1	i	i	i	i	i	10	-0.4	i	-10	5
CC(Cc1c[nH]c2ccccc12)C(=O)NCc1ccco1 (stereo not drawn)	-4	i	i	i	i	i	0	-17	i	-48	-8
CCOc1cc(C(=O)Nc2nnc(S(=O)(=O)N3CCOCC3)s2)cc(OCC)c1OCC	-10	i	i	i	i	i	4	-0.2	i	-42	2
CCOc1ccc(Br)cc1CSC(=N)N	3	i	i	i	i	i	1	-0.4	i	2	-21

# Five consecutive compounds already listed:
molecule	IEC-6 tox	TRPC4 act	MrgX1 antagonist	TRPC4 block	TRPC6 inh	TRPC4 potent	SKKanGAS inh	HIF activator	TRPC6 act	KLF5 inh	aSyn UTR inh
O=C(NCCN1CCOCC1)c1cnn2c1NC(c1cccs1)CC2C(F)(F)F (stereo not drawn)	-1	i	i	i	i	i	-9	0.1	i	-13	3
Cc1ccc(S(=O)(=O)NCCC(=O)NCCSc2ccc(Br)cc2)cc1	-1	i	i	i	i	i	10	-0.4	i	-10	5
CC(Cc1c[nH]c2ccccc12)C(=O)NCc1ccco1 (stereo not drawn)	-4	i	i	i	i	i	0	-17	i	-48	-8
CCOc1cc(C(=O)Nc2nnc(S(=O)(=O)N3CCOCC3)s2)cc(OCC)c1OCC	-10	i	i	i	i	i	4	-0.2	i	-42	2
CCOc1ccc(Br)cc1CSC(=N)N	3	i	i	i	i	i	1	-0.4	i	2	-21
